# From PubChem
# Pin1 inhibitor: qHTS Assay to Find Inhibitors of Pin1; Peptidyl-prolyl cis-trans isomerase NIMA-interacting 1 (Homo sapiens), Q13526; Pin1 FP peptide displacement, HiFluor488, 10 min; Potency, µM (series often up to 115 µM), inactives show top-dose activity, negative = inhibition, actives largely listed as inhibitors; 0.009% of 390,000 active; active = well fitted inhibition curve with a large enough effect in the polarisation, with a control signal flat, not every such curve was filed as active; inconclusive = small, poorly fitted or top-dose-only effect, or effect the other way, or a change in a side signal; inactive = no such curve, though single readings can be large or run the other way; the % refers to the polarisation; note: potency is the fitted concentration of half-maximal effect; % is set by controls: 0 for no effect and ±100 for the full control effect
# Target sequence (Q13526 whole entry, looked up): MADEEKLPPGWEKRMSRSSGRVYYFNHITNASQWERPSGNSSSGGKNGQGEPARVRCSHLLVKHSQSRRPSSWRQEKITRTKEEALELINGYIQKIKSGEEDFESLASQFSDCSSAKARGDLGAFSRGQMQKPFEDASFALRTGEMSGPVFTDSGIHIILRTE
# TrxR1 substrate: qHTS Assay for Substrates of Mammalian Selenoprotein Thioredoxin Reductase 1 (TrxR1): qHTS; Thioredoxin reductase 1, cytoplasmic (Rattus norvegicus), O89049; purified TrxR1 substrate turnover, NADPH consumption readout; Potency, µM (top dose mostly 114 µM), without a hit: at the highest dose activity change, negative = substrate turnover; 0.01% of 390,000 active; note: potency is the fitted concentration of half-maximal effect; % is set by controls: 0 for no effect and ±100 for the full control effect; nearly all actives have a fitted effect of over 50% in size
#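 Rat TrxR1, dispensed at 90 nM, was prereduced with 400 uM NADPH (final) for 5 min at ~22 deg C, then incubated with compound 15 min before 400 uM selenite. A first-read NADPH fluorescence drop versus no-compound background flagged substrates.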
# USP1-UAF1 inh: Inhibitors of USP1/UAF1: Primary Screen | recombinant USP1/UAF1, Ub-Rhodamine cleavage fluorescence | Ubiquitin carboxyl-terminal hydrolase 1 (Homo sapiens), O94782 | Potency, µM (highest dose often 57.1 µM), inactives show at the top dose activity change, negative = inhibition, hits mostly inhibitors | 0.23% of 390,000 active | AID 743255, 2014; note: potency is the fitted concentration of half-maximal effect; % is set by controls: 0 for no effect and ±100 for the full control effect; nearly all actives have a fitted effect of over 60% in size; inactives centre near -12
#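 1 nM enzyme complex + cpd, 15 min RT; start with Ub-Rho 150nM final; kinetic fluorescence ex 480/em 540, 6 reads q60 s. Buffer 50mM HEPES pH 7.8, 0.5mM EDTA, 0.1 mg/ml BSA, 1mM TCEP, 0.01% Tween-20.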
# mIDH1 inhibitor: qHTS for Inhibitors of mutant isocitrate dehydrogenase 1 (IDH1): qHTS. Isocitrate dehydrogenase [NADP] cytoplasmic (Homo sapiens), O75874. IDH1-R132H enzyme, NADPH consumption, diaphorase/resazurin fluorescence. Potency, µM (doses to about 76.6 µM), inactives show top-dose activity change, negative = inhibition, hits mostly inhibitors. 0.093% of 390,000 active; note: potency is the fitted concentration of half-maximal effect; % is set by controls: 0 for no effect and ±100 for the full control effect; nearly all actives have a fitted effect of over 65% in size
# Target sequence (O75874 whole entry R132H, stated change not applied): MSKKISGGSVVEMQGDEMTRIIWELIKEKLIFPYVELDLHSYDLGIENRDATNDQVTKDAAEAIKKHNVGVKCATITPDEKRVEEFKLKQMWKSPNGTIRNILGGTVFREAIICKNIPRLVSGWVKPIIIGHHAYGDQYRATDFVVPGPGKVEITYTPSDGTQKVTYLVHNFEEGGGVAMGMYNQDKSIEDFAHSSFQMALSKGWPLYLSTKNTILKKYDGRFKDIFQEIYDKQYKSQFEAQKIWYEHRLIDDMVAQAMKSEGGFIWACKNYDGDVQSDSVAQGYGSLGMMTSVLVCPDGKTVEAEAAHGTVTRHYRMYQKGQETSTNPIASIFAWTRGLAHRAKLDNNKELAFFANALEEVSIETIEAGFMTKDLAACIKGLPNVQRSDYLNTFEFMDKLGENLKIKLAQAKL
#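 IDH1-R132H (0.5 ug/mL dispensed) in pH 7.5 Tris buffer was preincubated 30 min with compound, then given a substrate mix of 0.016 mM NADPH and 2 mM alpha-KG for 80 min at room temperature; remaining NADPH was read by diaphorase/resazurin fluorescence.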
# D2 ag: HTS Assay for Allosteric Agonists of the Human D2 Dopamine Receptor: Primary Screen for Agonists; D(2) dopamine receptor (Homo sapiens), P14416; HEK293 T-REx D2 cells, calcium flux agonist mode; activation, % at 2 µM; 0.53% of 340,000 active; AID 485358, 2010;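 active = activation over 3 SD above normal in the single-dose calcium agonist read, cut at about 30% in these data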; note: 0% is about no effect
#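 HEK293 Trex D2 cells, tetracycline-induced, o/n 30 C 5% CO2; no-wash Ca dye, RT 30–90 min; 10-cycle baseline, 23 nl cpd added, kinetic Ca read 180 s; agonist hits = positive Ca response.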
# TrxR1 inh: qHTS Assay for Inhibitors of Mammalian Selenoprotein Thioredoxin Reductase 1 (TrxR1): qHTS | recombinant rTrxR1, NADPH fluorescence consumption, selenite substrate | Potency, µM (titrated, usually from 114 µM), for the others: at the highest dose activity change, negative = inhibition, hits mostly inhibitors | 1% of 390,000 active | AID 588453, 2011; note: potency is the fitted concentration of half-maximal effect; % is set by controls: 0 for no effect and ±100 for the full control effect; nearly all actives have a fitted effect of over 65% in size
#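 Rat TrxR1 (90 nM in the dispensed reagent) was pre-reduced with 400 uM NADPH for 5 min at room temperature, then incubated with compound for 15 min. After 400 uM selenite was added, NADPH fluorescence (Ex 340/Em 450 nm) was followed for 8 min.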
# TRHR ag: qHTS for Small Molecule Agonists and Allosteric Enhancers of Human TRH Receptor: Primary Screen for Agonists | activation, % at 2 µM | TRHR cells, calcium flux fluo-8, FDSS agonist mode | Thyrotropin-releasing hormone receptor (Homo sapiens), P34981 | 0.18% of 360,000 active; in the data active = activation above about 30%; note: 0% is about no effect
# Target sequence (P34981 whole entry, looked up): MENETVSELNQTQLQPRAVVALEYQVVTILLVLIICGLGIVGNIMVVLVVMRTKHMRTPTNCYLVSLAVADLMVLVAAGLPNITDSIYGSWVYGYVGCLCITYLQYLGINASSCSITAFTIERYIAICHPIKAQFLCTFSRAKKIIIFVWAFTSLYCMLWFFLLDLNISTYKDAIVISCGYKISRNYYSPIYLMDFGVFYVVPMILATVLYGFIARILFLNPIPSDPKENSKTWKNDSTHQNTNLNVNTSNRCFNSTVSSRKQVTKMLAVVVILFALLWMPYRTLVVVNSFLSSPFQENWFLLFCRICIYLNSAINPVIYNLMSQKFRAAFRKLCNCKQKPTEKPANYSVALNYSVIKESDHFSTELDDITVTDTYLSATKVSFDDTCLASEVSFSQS
#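 Read-out: compound-evoked intracellular calcium rise in TRHR cells, fluo-8 dye, kinetic FDSS fluorescence at 1 s/cycle following a 10-cycle baseline. Cells cultured overnight before dye loading (30 min–1.5 h, RT).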
# D2 antag: HTS Assay for Allosteric Antagonists of the Human D2 Dopamine Receptor: Primary Screen for Antagonists; 2% of 340,000 active; AID 485344, 2010; HEK293 TREx D2 cells, calcium flux, dopamine EC80; D(2) dopamine receptor (Homo sapiens), P14416; inhibition, % at 10 µM; in the data active = inhibition above about 30%; note: 0% is about no effect
#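 Dopamine at EC80 is the agonist stimulus; test compounds precede it by 180 s. Calcium flux read kinetically in a force-coupled, inducible HEK293 T-REx D2 cell line.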
# TRHR enhancer: qHTS for Small Molecule Agonists and Allosteric Enhancers of Human TRH Receptor: Primary Screen for Enhancers | Thyrotropin-releasing hormone receptor (Homo sapiens), P34981 | TRHR cells, fluo-8 calcium fluorescence, EC20 TRH enhancement | enhancement, % at 2 µM | 0.66% of 360,000 active | AID 493056, 2011; in the data active = enhancement above about 30%; note: 0% is about no effect
#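 Enhancer read-out: after compound pinning and an initial kinetic agonist-mode read, an EC20 of TRH (10 nM final) was injected and fluo-8 calcium signal (Ex 480/Em 530) followed at 1 s/cycle for 100 cycles in TRHR-expressing cells.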
# * marks the source's active call; other numbers are inactive results; ? = inconclusive; . = no result given; [ ] = remark or other dose. Unless noted, calls come from the whole dose curve; as a rule, active = well fitted inhibition curve with a large enough effect; inconclusive = small, poorly fitted or top-dose-only effect; inactive = no such curve, though single readings can be large or run the other way. Only part of the results is shown, so the mix of outcomes need not match the whole.
SMILES	TRHR enhancer	TrxR1 inh	D2 antag	D2 ag	TRHR ag	TrxR1 substrate	Pin1 inhibitor	mIDH1 inhibitor	USP1-UAF1 inh
CCc1nnc(NC(=O)CSc2ncc(-c3ccccc3)n2C)s1	-15	4%	-2	1.0	-0.4	3%	0%	0%	-9%
O=C(CCNC(=O)c1ccc(Br)cc1)NCC(c1ccco1)N1CCCCC1 (stereo unspecified)	-11	14%	17	-0.4	-0.6	-4%	1%	-9%	-15%
CC(C)(C)c1ccc2c(c1)N(CC(=O)N1CCCC1)C(=O)CO2	-2	9%	-12	0.1	0.0	6%	4%	0%	-13%
O=C(CNC(=S)N(CCCN1CCOCC1)Cc1cccs1)NCc1ccc(Cl)cc1	1	16%	-3	0.3	0.2	-2%	4%	-4%	-17%
CCOC(=O)c1ccc(NC(=O)NCc2c(C)nn(CC)c2C)cc1	-11	12%[57.1 µM]	1	-0.5	-0.5	1%[57.1 µM]	6%	-4%	-13%
Cc1ccccc1N1CCN(C2CCCN(C(=O)CCc3c(C)noc3C)C2)CC1 (stereo unspecified)	3	-16%	-10	3.3	-0.4	-7%	4%	9%	0%
O=C1NC[C@H](Cc2ccccc2)N(C[C@H]2CCCN2C[C@H](Cc2ccccc2)N2C[C@H](Cc3ccccc3)N(CCc3ccccc3)C(=O)C2=O)C1=O	.	-13%	.	.	.	-2%	11%	?	-23%
COC(=O)c1ccc(NC(=O)CC2C(=O)N(c3ccc(Cl)cc3)C(=O)N2Cc2ccco2)cc1 (stereo unspecified)	1	0%	.	1.3	0.8	-7%	7%	23%	-11%
CCOC(=O)C1CCN(S(=O)(=O)Cc2ccccc2)CC1	10	-12%[57.1 µM]	1	0.1	0.2	1%[57.1 µM]	-1%	-9%	3%
N#C/C(=N\Nc1ccc(Br)cc1)C(=N)N1CCOCC1	5	-1%	3	-0.1	0.8	-6%	-5%	5%	-22%
Cc1cc(C)c(NC(=O)COC(=O)/C=C/c2cccc(C(F)(F)F)c2)c(C)c1	1	-6%	3	-0.5	-1.1	-5%	-2%	2%	-13%
Cc1cccc(C(=O)OCC(=O)Nc2ccc3c(c2)OCCO3)c1O	5	14%	9	-0.1	0.5	11%	2%	11%	-12%
COc1ccc(CC(=O)Nc2ccc(N3CCOCC3)cc2)cc1OC	0	11%	-2	2.0	0.3	0%	6%	-14%	-25%
Cc1cccc[n+]1CC(=O)c1ccc(NC(=O)c2ccccc2)cc1	-3	15%	2	0.1	0.2	-1%	0%	0%	-17%
COc1ccc(C=O)cc1OC(=O)C1(C)Cc2ccccc2C(=O)O1 (stereo unspecified)	-2	-20%	-6	0.4	0.1	16%[0.0914 µM]	-1%	9%	-18%
COc1ccc(OCc2cc(C(=O)N(C)Cc3nnc(C)o3)no2)c(Cl)c1	-4	17%[57.1 µM]	-6	0.2	0.0	8%[57.1 µM]	-2%	-5%	-23%
O=C(O)CCCCCCNS(=O)(=O)c1ccccc1	-1	-5%	11	0.7	0.2	1%	-5%	-5%	-21%
COC(=O)c1cn(NC(=O)/C=C/c2cc(OC)ccc2OC)c(=O)c2ccccc12	-5	10%	12	-1.3	-0.4	55%[activator]	0%	0%	-3%
O=C(Nc1ccc(C(F)(F)F)cc1)c1ccccc1Br	1	16%[57.1 µM]	3	-0.1	-0.4	-3%	-6%	-7%	-17%
Cc1ccc2nc3cc([N+](=O)[O-])cc([N+](=O)[O-])c3cc2c1	-2	50µM*	0	0.5	10	-4%	.	11%	-29%
O=C(c1ccc2c(c1)N(Cc1ccccc1)C(=O)c1ccccc1S2)N1CCCC1	4	-12%	1	-0.8	-0.4	-9%	-3%	12%	-7%
Cc1c(C(=O)OC2CCCC2)[nH]c2c1C(=O)CC(c1ccc(C(C)(C)C)cc1)C2 (stereo unspecified)	1	23%	.	-1.1	0.0	-1%	-3%	-14%	3%
CCCCN(CC)S(=O)(=O)c1ccccc1	4	-1%	-9	-0.6	0.7	-5%	1%	0%	-10%
CC(C(=O)NCc1ccccc1)n1ccc2cc(S(=O)(=O)N3CCCC3)ccc21 (stereo unspecified)	-4	7%	.	-0.2	-0.2	-4%	1%	8%	4%
CNC(=S)NNC(=O)c1ccccc1Br	2	-12%[57.1 µM]	1	1.1	0.4	10%[57.1 µM]	5%	9%	0%
O=C(Cn1ncc2c1-c1ccccc1OC2)Nc1nc2ccccc2s1	0	13%	0	1.1	0.7	-5%	3%	-4%	?
CC(NC(=O)c1cc2c(s1)CS(=O)(=O)C2)c1ccccc1 (stereo unspecified)	3	46%[activator]	-5	-0.1	0.3	13%	3%	1%	-15%
COc1cc2nc(CN3CCC(C(O)(c4ccccc4)c4ccccc4)CC3)[nH]c(=O)c2cc1OC	5	11%[57.1 µM]	-8	0.6	0.0	-6%[57.1 µM]	6%	3%	-17%
CSc1c(C#N)c(N)nc2sc(C(=O)c3ccc(Cl)c(Cl)c3)c(N)c12	2	15%[57.1 µM]	.	.	3.7	-1%[57.1 µM]	?	8%	-8%
Cc1cc(Cl)ccc1NC(=O)CCS(=O)(=O)c1cc2c(cc1C)NC(=O)CO2	-12	9%[57.1 µM]	.	-0.6	-0.1	3%[57.1 µM]	10%	11%	12%

# Two entries picked at random from the list so far:
SMILES	TRHR enhancer	TrxR1 inh	D2 antag	D2 ag	TRHR ag	TrxR1 substrate	Pin1 inhibitor	mIDH1 inhibitor	USP1-UAF1 inh
Cc1cc(C)c(NC(=O)COC(=O)/C=C/c2cccc(C(F)(F)F)c2)c(C)c1	1	-6%	3	-0.5	-1.1	-5%	-2%	2%	-13%
O=C(c1ccc2c(c1)N(Cc1ccccc1)C(=O)c1ccccc1S2)N1CCCC1	4	-12%	1	-0.8	-0.4	-9%	-3%	12%	-7%

# Carrying on.
SMILES	TRHR enhancer	TrxR1 inh	D2 antag	D2 ag	TRHR ag	TrxR1 substrate	Pin1 inhibitor	mIDH1 inhibitor	USP1-UAF1 inh
COc1ccc(C(=O)COC(=O)CN2C(=O)C3C4C=CC(C4)C3C2=O)cc1 (stereo unspecified)	-5	36%[activator]	12	1.2	1.2	17%	1%	9%	-13%
Fc1ccccc1-c1nc(N2CCCCC2)c2ccccc2n1	11	-4%	-18	-0.6	-0.7	-6%	0%	2%	-24%
O=C(Cc1ccccc1)NCCc1cnc[nH]1	6	2%	17	1.4	0.1	4%[57.1 µM]	-2%	-6%	-29%
O=C(NNS(=O)(=O)c1cccc(Cl)c1Cl)c1cccc(S(=O)(=O)N2CCOCC2)c1	-3	4%	-17	0.4	0.9	-1%	16%	-6%	-2%
Cc1oc(-c2cccc(Cl)c2)nc1CN1CCC(C(=O)N2CCN(c3ccccn3)CC2)CC1	.	8%[57.1 µM]	.	.	.	9%	-2%	10%	-19%
O=c1[nH]c2ccccc2cc1-c1nnn(-c2ccccc2)n1	.	-24%[57.1 µM]	.	.	.	-6%	-3%	2%	-19%
O=C(NC1CC1)c1cc2c(s1)-c1ccccc1OC2	2	26%	34*	-0.8	0.0	796%[activator]	-3%	17%	-30%
CCc1ccc(NC(=O)C2CCN(S(=O)(=O)c3c(C)noc3/C=C/c3cccs3)CC2)cc1	2	19%	.	0.5	1.9	-3%	20%	-3%	-12%
CCCCOC(C)n1cc(F)c(=O)[nH]c1=O (stereo unspecified)	4	11%	-1	-0.4	0.4	3%	-14%	8%	-12%
Cc1nn(C(=O)c2ccccc2)c(C)c1Sc1ccc(Cl)cc1	4	19%	.	0.0	-1.1	5%	-1%	-10%	-8%
Cc1ccccc1OCCCCCn1ccnc1	-4	8%	11	-1.4	-0.4	-1%	-7%	6%	-9%
Cn1cc(Cl)c(C(=O)N/N=C/c2ccc3c4c(cccc24)CC3)n1	3	34%[57.1 µM]	-6	-1.4	-0.2	-4%[57.1 µM]	12%	6%	-19%
Cc1c(C(=O)OC2CCCCCC2)[nH]c2c1C(=O)CC(c1ccccc1Cl)C2 (stereo unspecified)	13	18%	.	-1.9	1.1	6%	25%	12%	-11%
Cc1ccc(CNC(=O)C2CCN(c3nc4ccccc4n(C)c3=O)CC2)cc1	9	29%	.	0.7	1.0	7%	-1%	-5%	?
CCN(CC)C(=O)Cc1cn(C)c2ccccc12	27	11%	20	0.1	-0.5	3%	-5%	-8%	-8%
CCOC(=O)C1CCN(C(=O)c2ccc(OC)cc2OC)CC1	-2	0%[57.1 µM]	-6	0.7	0.0	1%[57.1 µM]	-11%	0%	4%
O=C(c1c(F)cccc1F)N1CCN(c2cccc(C(F)(F)F)c2)CC1	2	5%	2	-1.0	-0.3	-6%	-2%	13%	-18%
CCCc1nnc(NC(=O)CCC(=O)Nc2ccc(Cl)cc2)s1	6	19%	-27	1.4	2.0	0%	-5%	-10%	-12%
CC(C)N1C(=O)c2ccccc2C1C(=O)NC1CCCCCC1 (stereo unspecified)	7	13%	-12	-1.8	0.1	-4%	4%	-2%	5%
